# High-throughput results (PubChem)
# NTMT1 inhibitor – blocks human N-terminal methyltransferase 1 activity; Potency, µM (doses to about 114 µM), for inactives: at the highest dose activity change, negative = inhibition, most hits filed as inhibitors; NTMT1 MTase-Glo SAH luminescence, purified enzyme; Q9BV86; actives 2.5% (n = 59,000);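 note: potency is the fitted concentration of half-maximal effect; plate controls were DMSO vehicle for no effect and no enzyme for full effect; nearly all actives have a fitted effect of over 65% in size; many of its hits are not listed in these tables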
# Target sequence (Q9BV86 whole entry, looked up): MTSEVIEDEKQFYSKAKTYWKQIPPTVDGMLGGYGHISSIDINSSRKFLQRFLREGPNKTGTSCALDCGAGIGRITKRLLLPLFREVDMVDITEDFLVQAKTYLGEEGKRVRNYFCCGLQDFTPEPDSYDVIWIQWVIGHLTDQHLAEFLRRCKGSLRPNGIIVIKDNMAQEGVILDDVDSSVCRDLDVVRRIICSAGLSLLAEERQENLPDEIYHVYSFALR
# FH mod – Identification of activators of human fumarate hydratase by quantitative high-throughput screening | Fumarate hydratase, mitochondrial (Homo sapiens), P07954 | FH coupled MDH/diaphorase resazurin fluorescence, 15 min | Potency, µM (series often up to 79.9 µM), without a hit: at the highest dose activity change, negative = inhibition, usual class: inhibitors | actives 0.22% (n = 54,000) | AID 1347055, 2019; note: potency is the fitted concentration of half-maximal effect; % is set by controls: 0 for no effect and ±100 for the full control effect; the screen sought activators but most active calls are inhibition curves; nearly all actives have a fitted effect of over 45% in size
# TSG101-PTAP inh – blocks PTAP binding to human TSG101, validation; Q99816; Potency, µM (doses to about 115 µM), without a hit: at the top dose activity change, negative = inhibition, actives largely listed as inhibitors; 44,000 tested, under 10 active; AID 1347069; Fluorescence polarization, FITC-PTAP peptide/Tsg101, 20 min; note: potency is the fitted concentration of half-maximal effect; 0% is about no effect
# Target sequence (Q99816 whole entry, looked up): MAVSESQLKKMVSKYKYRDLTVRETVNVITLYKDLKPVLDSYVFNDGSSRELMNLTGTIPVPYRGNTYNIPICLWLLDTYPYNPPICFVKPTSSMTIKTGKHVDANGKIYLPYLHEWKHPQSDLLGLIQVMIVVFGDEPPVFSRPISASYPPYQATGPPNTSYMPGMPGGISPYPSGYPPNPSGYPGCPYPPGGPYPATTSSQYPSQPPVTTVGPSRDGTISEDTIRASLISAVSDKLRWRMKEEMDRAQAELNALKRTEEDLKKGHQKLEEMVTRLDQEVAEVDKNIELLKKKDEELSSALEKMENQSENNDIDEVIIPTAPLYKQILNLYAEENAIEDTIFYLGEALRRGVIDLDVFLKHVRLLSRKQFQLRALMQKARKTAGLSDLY
#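 Steps: Tsg101 binding domain (10 uM final) in HEPES pH 7.5/NaCl/Tween 20/EDTA/TCEP; add compound; add FITC-PTAP peptide (50 nM final); incubate 20 min r.t.; read polarization.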
# p53null 32C kill – p53 null cell cytotoxicity, permissive temperature. AID 903. H1299-neo p53 null cells, ATP luminescence, 24 h, 32C. Potency, µM (highest dose often 46.1 µM), for inactives: top-dose activity change, negative = cytotoxicity, actives largely listed as cytotoxic. actives 0.62% (n = 55,000);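 note: potency is the fitted concentration of half-maximal effect; 0% = DMSO only and -100% = full killing by 100 µM tamoxifen; nearly all actives have a fitted effect of over 55% in size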
#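 H1299-neo, 600 cells/well; overnight 37C; cpd up to 46 uM, 24 h at 32C; ATPlite luminescence after 20 min RT; normalized to DMSO (0%) and tamoxifen 100 uM (100% kill); Hill-fit AC50.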
# GALK inhibitor – GALK (human) enzyme inhibition; Potency, µM (series often up to 57.5 µM), inactives show top-dose activity, negative = inhibition, actives largely listed as inhibitors; 44,000 tested, under 10 active; recombinant GALK, Kinase-Glo ATP luminescence, 1 h;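 note: plate controls were full GALK reaction for no effect and reaction lacking GALK for full effect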
#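 5 nM GALK with 35 µM ATP and 100 µM galactose in HEPES pH 8.0, MgCl2, NaCl, DTT, BSA; 1 h RT reaction, remaining ATP detected by Kinase-Glo Plus luminescence after 10 min; qHTS concentration series.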
# p53null 39C tox – selectivity test: cytotoxicity in p53 null cells, nonpermissive temperature. Potency, µM (titrated, usually from 46.1 µM), without a hit: at the highest dose activity, negative = cell killing, usual class: cytotoxic. actives 0.97% (n = 55,000). H1299 p53-null (neo) cells, 39C, ATPlite viability, 24 h;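 note: potency is the fitted concentration of half-maximal effect; 0% = DMSO only and -100% = full killing by 100 µM tamoxifen; nearly all actives have a fitted effect of over 50% in size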
#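 H1299 lung cancer cells, p53-null (H1299-neo) or expressing p53 A138V (H1299-p53A138V), were plated overnight at 37C, then exposed to compounds at up to 46 uM for 24 hr at 39C. Viability was read by ATP-based luminescence.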
# B2AR arrestin ag – beta-arrestin recruitment by human beta2-adrenergic receptor ligands. AID 1347077. 44,000 tested, under 10 active. HTLA Tango cells, beta-arrestin recruitment, luciferase luminescence, 18 h. Potency, µM (titrated, usually from 46.1 µM), inactives show at the top dose activation, usual class: activators. P07550;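 note: potency is the fitted concentration of half-maximal effect; 0% = DMSO and full agonism = EC100 isoproterenol or metaproterenol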
#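 First, Tango cells carrying beta2-AR and beta-arrestin fusions received compound up to 46 microM. After 18 hr at 37 degrees C, luciferase substrate was added for 15 minutes, then luminescence gave %Activity for curve fitting.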
# * marks the source's active call; other numbers are inactive results; u = inconclusive; x = no result given; [ ] = remark or other dose. Calls come from the whole dose curve; as a rule, active = well fitted curve in the direction sought with a large enough effect; inconclusive = small, poorly fitted or top-dose-only effect, or another doubt; inactive = no such curve, though single readings can be large; an effect the other way counts as inactive or inconclusive. An excerpt, so the mix of outcomes need not match the whole.
[1] O=C(Nc1cccc(OCc2cc(=O)n3ccccc3n2)c1)c1ccccc1Br
[2] COc1ccc(CCNS(=O)(=O)c2ccc3c(c2)c(=O)n(C)c(=O)n3C)cc1OC
[3] COc1cc(OC)c(NC(=O)C2=C(C)C(=O)OC23CCCCCC3)cc1Cl
[4] CCc1ccc(N2CCn3c2nc2c3c(=O)n(CCCc3ccccc3)c(=O)n2C)cc1
[5] CSc1ccc(CCNC(=O)Cn2ncn3c(cc4ccccc43)c2=O)cc1
[6] Cc1ccc(C(=O)Nc2cc3cc(Cl)ccc3oc2=O)cc1
Screen / compound no.	1	2	3	4	5	6
NTMT1 inhibitor	9%	-3%	0%	6%	3%	9%
FH mod	-5%	1%	-8%	5%	-5%	7%
TSG101-PTAP inh	-3%	-8%	3%	-3%	2%	-2%
p53null 32C kill	-13%	-2%	2%	4%	0%	12%
GALK inhibitor	u	1%	7%	-3%	0%	0%
p53null 39C tox	-15%	7%	-22%	-9%	-6%	-25%
B2AR arrestin ag	0%	1%	1%	-1%	0%	0%

[7] CC(C)COc1ccc(C(=O)N2CCC(c3nc4ccccc4s3)CC2)cc1
[8] CCOC(=O)c1c(NC(=O)c2cc(-c3ccc(Cl)cc3)on2)sc(C)c1C
[9] Fc1ccc(Nc2ncnc3onc(-c4cccc(Cl)c4)c23)c(F)c1
[10] COc1ccc(CNc2nc(SCc3ccccc3Cl)nc3ccccc23)cc1
[11] CCC(CC)C(=O)Nc1ccc(S(=O)(=O)N2CCC(c3nc4ccccc4s3)CC2)cc1
[12] COc1ccc(-c2nc(C)c(CCNC(=O)c3cc(OC)c(OC)c(OC)c3)s2)cc1OC
Screen / compound no.	7	8	9	10	11	12
NTMT1 inhibitor	6%	-18%	-7%	5%	1%	-3%
FH mod	u	-5%	13%	-10%	-1%	-18%
TSG101-PTAP inh	-5%	1%	2%	4%	-1%	1%
p53null 32C kill	49%[activator]	5%	-3%	u	-2%	4%
GALK inhibitor	-1%	-3%	-1%	3%	2%	2%
p53null 39C tox	47%[activator]	-10%	-3%	-12%	-21%	13%
B2AR arrestin ag	-5%	-2%	0%	1%	-2%	0%

[13] Cc1nn(-c2ccccc2)c(-n2cccc2)c1C(=O)NCCc1ccc(Cl)cc1
[14] O=C1CC(c2nc3ccccc3n2CCCCOc2ccccc2)CN1c1ccccc1Cl (configuration not stated)
[15] COc1ccc(S(=O)(=O)N(CC(=O)Nc2cccnc2)c2ccc(Cl)cc2)cc1
[16] O=C(NC1CCCCC1)c1ccc2c(c1)N(Cc1ccc(Cl)cc1)C(=O)c1ccccc1S2(=O)=O
[17] COc1ccc(Cl)cc1N=C1NC(=O)CC(C(=O)Nc2ccccc2C(F)(F)F)S1 (configuration not stated)
[18] COc1cccc2c1cc1c(=O)n(CC(=O)N3CCN(c4ccccc4F)CC3)nc(C)n12
Screen / compound no.	13	14	15	16	17	18
NTMT1 inhibitor	-15%	11%	13%	0%	14%	7%
FH mod	-31%	u	-19%	-18%	-20%	-4%
TSG101-PTAP inh	0%	3%	-9%	0%	-3%	1%
p53null 32C kill	51%[activator]	u	32%[activator]	1%	15%	-1%
GALK inhibitor	4%	3%	0%	10%	0%	-1%
p53null 39C tox	u	13µM*	14%	-5%	-16%	-3%
B2AR arrestin ag	-3%	-3%	1%	1%	1%	1%

[19] COc1ccc(OCCCCn2c(C3CC(=O)N(c4cccc(Cl)c4)C3)nc3ccccc32)cc1 (configuration not stated)
[20] N#Cc1nc(COc2ccccc2Cl)oc1NCCc1ccccc1
[21] COc1ccc(CCNC(=O)c2ccc3c(c2)sc2nc(-c4ccc(C)cc4)cn23)cc1OC
[22] CC(Sc1nc(-c2ccccc2)c(C#N)c(=O)[nH]1)C(=O)Nc1ccc(F)cc1 (configuration not stated)
[23] O=C(CCn1c(=O)c2cccn2c2cccnc21)NCc1ccccc1Br
[24] COC(=O)c1sccc1S(=O)(=O)N(CC(=O)NCc1ccccc1)c1ccccc1
Screen / compound no.	19	20	21	22	23	24
NTMT1 inhibitor	1%	8%	4%	-1%	2%	10%
FH mod	-15%	u	-15%	-25%	0%	-6%
TSG101-PTAP inh	2%	34%[activator]	-1%	-5%	5%	-5%
p53null 32C kill	8%	5%	0%	-2%	3%	-4%
GALK inhibitor	-2%	0%	3%	u	-9%	0%
p53null 39C tox	-11%	4%	-6%	1%	-7%	-13%
B2AR arrestin ag	-3%	0%	0%	-3%	-1%	2%

# Reformatted with values under each structure: part of the list above.
# Each structure is followed by: NTMT1 inhibitor	FH mod	TSG101-PTAP inh	p53null 32C kill	GALK inhibitor	p53null 39C tox	B2AR arrestin ag
19	COc1ccc(OCCCCn2c(C3CC(=O)N(c4cccc(Cl)c4)C3)nc3ccccc32)cc1 (configuration not stated)
    1%	-15%	2%	8%	-2%	-11%	-3%
20	N#Cc1nc(COc2ccccc2Cl)oc1NCCc1ccccc1
    8%	u	34%[activator]	5%	0%	4%	0%
21	COc1ccc(CCNC(=O)c2ccc3c(c2)sc2nc(-c4ccc(C)cc4)cn23)cc1OC
    4%	-15%	-1%	0%	3%	-6%	0%
22	CC(Sc1nc(-c2ccccc2)c(C#N)c(=O)[nH]1)C(=O)Nc1ccc(F)cc1 (configuration not stated)
    -1%	-25%	-5%	-2%	u	1%	-3%
23	O=C(CCn1c(=O)c2cccn2c2cccnc21)NCc1ccccc1Br
    2%	0%	5%	3%	-9%	-7%	-1%
24	COC(=O)c1sccc1S(=O)(=O)N(CC(=O)NCc1ccccc1)c1ccccc1
    10%	-6%	-5%	-4%	0%	-13%	2%

# Continued:
[25] Cc1ccc(CNC(=O)CSc2c3c(nc4cc(Cl)ccc24)CCCC3)cc1
[26] CCCCOc1ccc(CNC(=O)Cn2ncn3c(cc4cc(F)ccc43)c2=O)cc1
[27] COc1cc(OC)c(NC2=C(c3ccc(C(F)(F)F)cc3)C(=O)c3ccccc32)cc1Cl
[28] Cc1cc2c(cc1S(=O)(=O)NCc1ccc(N(C)C)cc1)OCC(=O)N2
[29] CCOc1ccc(-n2c(C)nc3cc(C(=O)NC4CCCC4)ccc32)cc1
Screen / compound no.	25	26	27	28	29
NTMT1 inhibitor	-9%	x	4%	-9%	-4%
FH mod	-2%	x	-18%	-3%	-10%
TSG101-PTAP inh	4%	3%	-7%	0%	-1%
p53null 32C kill	2%	u	0%	5%	8%
GALK inhibitor	5%	11%	0%	-3%	-1%
p53null 39C tox	-16%	5%	-19%	-23%	16%
B2AR arrestin ag	0%	0%	-2%	0%	0%

# In a second layout: entries from further up.
item	canonical_smiles	NTMT1 inhibitor	FH mod	TSG101-PTAP inh	p53null 32C kill	GALK inhibitor	p53null 39C tox	B2AR arrestin ag
26	CCCCOc1ccc(CNC(=O)Cn2ncn3c(cc4cc(F)ccc43)c2=O)cc1	x	x	3%	u	11%	5%	0%
27	COc1cc(OC)c(NC2=C(c3ccc(C(F)(F)F)cc3)C(=O)c3ccccc32)cc1Cl	4%	-18%	-7%	0%	0%	-19%	-2%
